Screening results deposited in PubChem by National Center for Advancing Translational Sciences (NCATS).
USP2a block: USP2a (human) protease inhibition; USP2 core, Ub-CHOP2 coupled fluorogenic reporter, 485/531; Potency, µM (titrated, usually from 38.3 µM), inactives show top-dose activity change, negative = inhibition, actives largely listed as inhibitors; 0.01% of 330,000 active;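 also: potency is read from the fitted curve at half-maximal effect; plate controls were DMSO wells for no effect and full inhibition by NEM control for full effect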
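USP2 core (10nM final) preincubated 30min RT with compound in 20mM Tris-HCl pH 8.0, 2mM CaCl2, 2mM beta-mercaptoethanol, 0.05% CHAPS; 25nM Ub-CHOP2 plus 25nM reporter substrate added, fluorescence (Ex485/Em531) read after 60min.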
Menin MLL FP TR: displaces Texas Red mutant MLL peptide from human menin | O00255 | Menin + Texas Red MLL mutant peptide, fluorescence polarization | Potency, µM (titrated, usually from 61.6 µM), inactives show at the highest dose FP activity change, negative = inhibition, usual class: inhibitors | 0.23% of 270,000 active; active = well fitted inhibition curve with a large enough effect in the polarisation, with a control signal flat, not every such curve was filed as active; inconclusive = small, poorly fitted or top-dose-only effect, or effect the other way, or a change in a side signal; inactive = no such curve, though single readings can be large or run the other way; the % refers to the polarisation; also: potency is read from the fitted curve at half-maximal effect; % of control where 0% means no effect; many of its hits are not listed in these tables
B2AR arrestin: beta2AR (human) beta-arrestin recruitment activity; P07550; beta-arrestin recruitment to beta2AR, cell-based reporter; Potency, µM (series often up to 46.1 µM), inactives show top-dose activation, hits mostly activators; 0.02% of 330,000 active; AID 492947;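 also: potency is read from the fitted curve at half-maximal effect; 0% = DMSO controls and full agonism = EC100 isoproterenol or metaproterenol; nearly all actives have a fitted effect of over 65% in size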
PKM2 activator: activators of human pyruvate kinase M2 | purified PKM2, Kinase-Glo ATP luminescence, activation; response scale: 0% is enzyme alone, no compound | Potency, µM (titrated, usually from 57.5 µM), for inactives: at the highest dose activation, actives largely listed as activators | 0.34% of 260,000 active; also: potency is read from the fitted curve at half-maximal effect; % is scaled to controls: 0 for no effect and ±100 for the full control effect; nearly all actives have a fitted effect of over 55% in size
Target sequence (P14618 whole entry, looked up): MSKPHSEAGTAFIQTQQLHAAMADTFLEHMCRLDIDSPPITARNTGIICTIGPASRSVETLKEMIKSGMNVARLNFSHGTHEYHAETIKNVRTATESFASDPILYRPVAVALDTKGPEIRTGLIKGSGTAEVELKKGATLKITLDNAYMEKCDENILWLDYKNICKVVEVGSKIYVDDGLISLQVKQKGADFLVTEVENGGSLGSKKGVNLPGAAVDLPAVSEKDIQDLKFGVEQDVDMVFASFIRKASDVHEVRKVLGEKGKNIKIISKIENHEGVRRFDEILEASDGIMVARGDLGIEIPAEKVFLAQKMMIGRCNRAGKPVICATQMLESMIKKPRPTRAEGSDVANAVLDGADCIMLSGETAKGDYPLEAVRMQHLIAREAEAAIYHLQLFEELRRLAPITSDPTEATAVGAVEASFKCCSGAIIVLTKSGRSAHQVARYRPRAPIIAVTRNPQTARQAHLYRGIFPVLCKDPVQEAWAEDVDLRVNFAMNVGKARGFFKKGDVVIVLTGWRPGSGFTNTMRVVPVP
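ATP formation by purified human PK-M2, quantified via coupled luciferase luminescence after 1 h at room temperature with 0.1 mM ADP and 0.5 mM PEP final.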
TRPV1 agonist: human TRPV1 agonism | Q8NER1 | TRPV1-expressing cells, Fluo-8 calcium influx, agonist mode | activation, % at 8.33 µM | 0.19% of 320,000 active; in the data active = activation above about 80%; inconclusive = between about 30% and that limit; also: 0% is about no effect
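TRPV1-expressing cells were cultured overnight at 35.5C and loaded with Fluo-8 calcium dye for 40 to 90 min at room temperature. After a 10 s baseline, compound was added and calcium influx was read kinetically for 3 min (ex 480/em 520 nm).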
GALK inh: blocks human galactokinase activity; Purified GALK, Kinase-Glo residual ATP luminescence; Potency, µM (titrated, usually from 57.5 µM), for the others: at the highest dose activity change, negative = inhibition, actives largely listed as inhibitors; 0.007% of 270,000 active; also: potency is read from the fitted curve at half-maximal effect; % is scaled to controls: 0 for no effect and ±100 for the full control effect
Target sequence (P51570 whole entry, looked up): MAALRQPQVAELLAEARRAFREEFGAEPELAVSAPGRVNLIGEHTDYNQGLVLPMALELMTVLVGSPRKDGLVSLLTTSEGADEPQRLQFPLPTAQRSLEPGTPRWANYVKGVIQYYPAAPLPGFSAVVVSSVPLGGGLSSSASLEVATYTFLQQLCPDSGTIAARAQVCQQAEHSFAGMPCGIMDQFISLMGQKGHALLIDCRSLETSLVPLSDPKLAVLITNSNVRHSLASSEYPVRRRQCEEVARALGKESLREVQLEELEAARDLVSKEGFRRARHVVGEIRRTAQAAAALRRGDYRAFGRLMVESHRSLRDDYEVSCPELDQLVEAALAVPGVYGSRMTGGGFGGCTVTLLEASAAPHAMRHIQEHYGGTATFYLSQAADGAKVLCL
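Human GALK (5 nM) with 35 uM ATP and 100 uM galactose in 20 mM HEPES pH 8.0, 5 mM MgCl2, 60 mM NaCl, 1 mM DTT, 0.01% BSA. After 1 h at room temperature, leftover ATP was read by Kinase-Glo Plus luminescence.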
Giardia killer: Giardia lamblia killing; Giardia lamblia trophozoite viability; AID 540267; activity change, % at 7.66 µM, hits read low; 0.15% of 340,000 active; in the data active = activity change below about -80%; inconclusive = between about -30% and that limit;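 also: parasites exposed to compound for two days anaerobically before the ATP read; % is scaled to controls: 0 for no effect and ±100 for the full control effect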
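Giardia lamblia trophozoites (100 cells/well) were incubated with compounds for 48 h at 37 deg C under anaerobic conditions. Viability was read as ATP content by one-step luminescence after 15-30 min at room temperature.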
CXXC DNA block: blocks binding of human MLL CXXC domain to DNA; Potency, µM (highest dose often 115 µM), for inactives: at the highest dose activity change, negative = inhibition, most hits filed as inhibitors; AID 2662; Q03164; 0.037% of 290,000 active; MLL-CXXC / FITC-HOXA9 DNA fluorescence polarization; active = well fitted inhibition curve with a large enough effect in the polarisation, with a control signal flat, not every such curve was filed as active; inconclusive = small, poorly fitted or top-dose-only effect, or effect the other way, or a change in a side signal; inactive = no such curve, though single readings can be large or run the other way; the % refers to the polarisation; also: potency is read from the fitted curve at half-maximal effect
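Purified MLL-CXXC (added from a 7 uM solution) was preincubated 5 min at ambient with pinned compounds in 50 mM Tris-HCl pH 7.5, 50 mM NaCl, 1 mM DTT, 0.05% BSA. Fluorescein-labeled HOX-A9 DNA (50 nM solution) followed, 30 min, then polarization read.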
KCNH2 3.1 block: KCNH2 3.1 (human) potassium channel inhibition; U2OS KCNH2 3.1, thallium flux FluxOr; stronger effect = lower value; activity change, % (tested at about 1.8 µM); 0.95% of 340,000 active; AID 720553;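 active = maximum activity change below -70%; inconclusive = maximum activity change from -70% to -50%; inactive = maximum activity change above -50%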;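 also: thallium influx rate constant from kinetic fluorescence after stimulation buffer; % is scaled to controls: 0 for no effect and ±100 for the full control effect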
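Measured as rate of thallium-driven FluxOr signal in transduced U2OS cells carrying the 3.1 channel, read kinetically for 2 min upon stimulation; values are rate constants scaled to DMSO control wells.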
hERG WT inh: blocks the wildtype human KCNH2 potassium channel | U2OS, BacMam KCNH2, thallium flux FluxOr; stronger effect = lower value | activity change, % at 1.84 µM | 0.37% of 340,000 active | AID 720551;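 active = maximum activity change below -70%; inconclusive = maximum activity change between -70% and -50%; inactive = maximum activity change above -50%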; also: % is scaled to controls: 0 for no effect and ±100 for the full control effect
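U2OS cells transduced with wild-type KCNH2 virus are loaded with FluxOr dye for 45 min, and thallium flux is measured in kinetic reads before and after stimulation buffer. Rate constants are normalized to DMSO controls.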
Coupling enz: inhibits coupling enzyme system, counter-screen for aldolase hits. coupling enzyme system counterscreen, AmpLite Red fluorescence. activity change, negative = inhibition, % at 58.2 µM, hits read low. 0.67% of 290,000 active; in the data active = activity change below about -30%; also: % is scaled to controls: 0 for no effect and ±100 for the full control effect
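Compounds tested against the coupling enzymes alone at 57.5 uM final; readout was AmpLite Red fluorescence (525/598 nm) after 20 min at RT.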
* = called active by the depositor; i = inactive; ? = inconclusive; · = not tested or not shown; [ ] = dose if it differs, or a comment. Unless noted, calls follow the shape of the dose curve; as a rule, active = well fitted curve in the direction sought with a large enough effect; inconclusive = small, poorly fitted or top-dose-only effect, or another doubt; inactive = no such curve, though single readings can be large; an effect the other way counts as inactive or inconclusive. Not all compounds are listed; rates above refer to the full screens.

#	mol	USP2a block	Menin MLL FP TR	B2AR arrestin	PKM2 activator	TRPV1 agonist	GALK inh
1	CCOC(=O)C1CCN(S(=O)(=O)c2cccc(-c3cn4cc(Cl)ccc4n3)c2)CC1	2%	-8%	-0.1%	2%	3	1%
2	COc1ccc(CN(C(=O)c2ccc(CN3CCOCC3)o2)C(C(=O)NCC2CCCO2)c2ccc(F)cc2)cc1 (stereo not given)	-4%	?	0.1%	-4%	-1	1%
3	Cc1cc(C)cc(NC(=O)Nc2ccc(S(=O)(=O)Nc3cc(C)on3)cc2)c1	1%	?	0.1%	·	-3	-3%
4	CCC(C)NC(=O)C1CCN(S(=O)(=O)c2cccc3cccnc23)CC1 (stereo not given)	1%	-2%[11.7 µM]	-0.3%	-2%	·	1%
5	CCC(C)Sc1ccc(-c2nc3ccc(C)cn3c2NCc2ccccc2)cc1OC (stereo not given)	-2%	·	0.0%	·	88*	·
6	FC(F)(F)c1cccc(N2CCN(c3ccc4nnc(-c5ccccc5)n4n3)CC2)c1	1%	-4%	-0.9%	-2%	6	1%
7	COc1cc2cc(CN(CCCO)S(=O)(=O)c3ccccc3Cl)c(=O)[nH]c2cc1OC	1%	-15%	-1.0%	-1%	1	-3%
8	O=C(COC(=O)c1cccnc1)c1ccc(Cl)cc1	3%	?	-0.7%	-3%	-6	-2%

#	Giardia killer	CXXC DNA block	KCNH2 3.1 block	hERG WT inh	Coupling enz
1	-17	21%	-19	9	1
2	6	-4%	0	0	1
3	-12	-9%	11	-8	9
4	-11	2%	3	-1	9
5	-1	·	-47	0	·
6	3	-1%	-30	6	-4
7	8	-4%	1	5	·
8	-9	13%	-5	-1	-1

(further entries)
#	mol	USP2a block	Menin MLL FP TR	B2AR arrestin	PKM2 activator	TRPV1 agonist	GALK inh
9	CC(C)c1cc(C(=O)Nc2cccc(C(F)(F)F)c2)no1	1%	2%	-0.3%	-5%	?	1%
10	COCc1c(C(=O)NCC2COc3ccccc3O2)oc2ccccc12 (stereo not given)	4%	·	-0.2%	·	13	·
11	O=C(Cn1nnc2ccccc2c1=O)Nc1cccc(S(=O)(=O)N2CCOCC2)c1	-5%	1%	-0.5%	0%	6	13%
12	O=C(CN1C(=O)NC2(CCc3ccccc32)C1=O)c1ccccc1 (stereo not given)	-1%	·	0.0%	1%	-1	-6%
13	COc1ccc(Cl)cc1NC(=O)CSc1nc(-c2ccccc2)cc(=O)[nH]1	-1%	?	2.3%	0%	-2	-11%
14	COc1cc(C(C(=O)NC2CCCCC2)N(C(=O)Cc2c[nH]c3ccccc23)c2ccccc2C)cc(OC)c1OC (stereo not given)	-11%	-1%	0.9%	-2%	-2	·
15	C=CCC[C@H](Cc1ccc(F)cc1)C(=O)OC[C@H](C)NC(=O)[C@H](CC=C)CC(=O)NCCO	10%	·	0.2%	·	·	·
16	CCOC(=O)N1CCN(C(=O)CSc2ccc(C(F)(F)F)cc2[N+](=O)[O-])CC1	0%	-14%	-0.2%	0%	0	-2%

#	Giardia killer	CXXC DNA block	KCNH2 3.1 block	hERG WT inh	Coupling enz
9	-3	8%	-8	1	-4
10	-14	·	13	3	·
11	4	4%	15	·	-1
12	29	5%	6	4	·
13	-2	-9%	-3	-9	-3
14	-23	21%	0	-2	-1
15	7	·	-2	9	·
16	0	1%	5	-6	1

Continuation:
#	mol	USP2a block	Menin MLL FP TR	B2AR arrestin	PKM2 activator	TRPV1 agonist	GALK inh
17	COc1ccc2c(C)cc(N3CCN(Cc4ccccc4)CC3)nc2c1	2%	-3%	-0.3%	·	-5	5%
18	COc1cc(C(=O)N/N=C(\Cc2ncc[nH]2)c2ccccc2)cc(OC)c1OC	-1%	4%	-0.2%	12%	2	0%
19	Cc1cc(C)n2nc(C)c(-c3ccc(Cl)cc3)c2n1	0%	3%	-0.8%	1%	5	4%
20	CCCOc1ccccc1/C=N/NC(=O)C1CC1	3%	·	-0.1%	-5%	2	-5%
21	O=C1C(Cc2ccccc2)Nc2ncnc(N3CCCCC3)c2N1Cc1ccccc1 (stereo not given)	0%	·	0.1%	·	·	·
22	CN(c1cccc(NC(=O)c2ccc(N(C)S(=O)(=O)c3ccccc3)cc2)c1)S(C)(=O)=O	-1%	11%	0.1%	0%	13	7%
23	CCOC(=O)N1CCN(S(=O)(=O)c2ccc3[nH]cc(C(=O)O)c(=O)c3c2)CC1	1%	37%[activator]	-0.3%	1%	-3	2%
24	O=C(Cn1cnc2c(nnn2Cc2ccccc2)c1=O)NCC1CCCO1 (stereo not given)	1%	1%	0.0%	1%	0	2%

#	Giardia killer	CXXC DNA block	KCNH2 3.1 block	hERG WT inh	Coupling enz
17	-8	6%	-10	3	2
18	7	-4%	-21	-5	-1
19	12	-1%	3	2	-5
20	27	2%	6	-36	·
21	6	·	-14	7	·
22	-10	8%	5	·	-2
23	14	-9%	2	-2	4
24	-16	2%	12	-10	0

Going on with the list.
#	mol	USP2a block	Menin MLL FP TR	B2AR arrestin	PKM2 activator	TRPV1 agonist	GALK inh
25	c1coc(-c2nc3ccccc3nc2-c2ccco2)c1	1%	?	-0.3%	?	-2	4%
26	Cc1ccccc1OCCC(=O)OCC(=O)N1CCN(S(=O)(=O)c2ccc(Cl)cc2)CC1	2%	·	0.0%	·	0	·
27	Cc1ccc2c(C(=O)CCl)c(C)[nH]c2c1	9%	·	0.1%	0%	2	-1%
28	N/C(=N\OC(=O)COc1ccc(Br)cc1Cl)c1ccccn1	2%	3%	-1.0%	3%	-1	-2%
29	CC(C)(C)NC(=O)CN(C(=O)CNS(=O)(=O)c1ccc(Cl)cc1)c1ccc2c(c1)OCCO2	-1%	-6%	0.5%	-2%	5	-2%
30	CCOc1ccc(CC2CC(=O)NC2=O)cc1 (stereo not given)	1%	3%	0.2%	1%	2	11%
31	O=C(NC1CCCCCCC1)c1ccccc1O	-2%	-2%	-1.5%	-2%	18	-2%
32	Cc1ccc(NS(=O)(=O)Cc2ccccc2)nc1	0%	16%	-0.3%	-3%	0	1%

#	Giardia killer	CXXC DNA block	KCNH2 3.1 block	hERG WT inh	Coupling enz
25	-6	15%	3	-11	-38*
26	11	·	-3	5	·
27	?	22%	7	7	-2
28	-4	11%	-15	4	2
29	-18	2%	-4	3	1
30	-9	11%	-2	6	0
31	-12	-5%	1	-9	0
32	-2	4%	4	-2	-10

(cont.)
#	mol	USP2a block	Menin MLL FP TR	B2AR arrestin	PKM2 activator	TRPV1 agonist	GALK inh
33	CCN1C(=O)NC2=C(C(=O)c3ccccc32)C1c1ccccc1F (stereo not given)	-5%	·	0.2%	-16%	1	-2%
34	O=C(COC(=O)CC1CCCCC1)Nc1c(Cl)cccc1Cl	-1%	·	-0.3%	·	28	·
35	O=C(CNC(=O)c1ccc(Br)o1)NCC1CCCO1 (stereo not given)	1%	·	0.5%	-4%	-3	-3%
36	Clc1ccc(OCc2nn3c(-c4ccccc4)nnc3s2)c(Cl)c1	-1%	-4%	-0.3%	1%	2	-2%
37	COc1ccc(C(=O)NCC(=O)OC2CCCCC2=O)cc1 (stereo not given)	0%	3%	-0.5%	-1%	1	4%
38	O=C(Nc1cccc(CNCCc2c[nH]c3ccccc23)c1)c1ccccc1Cl	-2%	-28%	-1.0%	·	1	-1%
39	O=S(=O)(c1ccccc1)N1CCN(c2nnc(-c3ccccc3)c3ccccc23)CC1	4%	·	0.4%	7%	3	0%
40	CCCC(C)NC(=O)COc1ccc(S(=O)(=O)N2CCCC2)cc1 (stereo not given)	2%	-4%	-0.1%	-3%	2	-2%
41	CCCS(=O)(=O)N1CCCC(C(=O)NCCCN2CCN(c3cccc(Cl)c3)CC2)C1 (stereo not given)	-4%	-19%	-1.0%	-2%	0	-1%

#	Giardia killer	CXXC DNA block	KCNH2 3.1 block	hERG WT inh	Coupling enz
33	2	2%	-2	4	1
34	2	·	0	0	·
35	6	28%	43	39	·
36	-3	11%	-7	-2	1
37	-4	10%	-7	-5	2
38	18	2%	-6	11	-2
39	-2	2%	?	1	8
40	-11	-3%	2	i	3
41	-5	-8%	-19	20	4

Single records, as listed above.
CCN1C(=O)NC2=C(C(=O)c3ccccc32)C1c1ccccc1F (stereo not given) across the screens: USP2a block: -5%; Menin MLL FP TR: ·; B2AR arrestin: 0.2%; PKM2 activator: -16%; TRPV1 agonist: 1; GALK inh: -2%; Giardia killer: 2; CXXC DNA block: 2%; KCNH2 3.1 block: -2; hERG WT inh: 4; Coupling enz: 1
Clc1ccc(OCc2nn3c(-c4ccccc4)nnc3s2)c(Cl)c1 across the screens: USP2a block: -1%; Menin MLL FP TR: -4%; B2AR arrestin: -0.3%; PKM2 activator: 1%; TRPV1 agonist: 2; GALK inh: -2%; Giardia killer: -3; CXXC DNA block: 11%; KCNH2 3.1 block: -7; hERG WT inh: -2; Coupling enz: 1
